From PubChem BioAssay
LMNA splice mod: modulators of lamin A splicing; HeLa LMNA splicing GFP/RFP minigene ratio, 48 h; Potency, µM (titrated, usually from 46.1 µM), inactives show at the top dose ratio change, negative = inhibition, actives largely listed as inhibitors; 200,000 compounds, 0.01% hits; AID 1487; active means well fitted inhibition curve with a large enough effect in the signal ratio, with a control signal flat, not every such curve was filed as active; inconclusive means small, poorly fitted or top-dose-only effect, or effect the other way, or a change in a side signal; the % refers to the signal ratio; further: potency means the concentration at half of the fitted maximal effect; on the % scale 0 is the no-effect control and ±100 the full control effect
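S3 HeLa cells stably expressing lamin A-EGFP splicing minigene plus DsRed2, 600 cells/well, 48 h compound exposure at 37C. Laser-scanning cytometry; analysed as GFP (500-530 nm)/RFP (575-640 nm) total intensity ratio; 0.5% DMSO vehicle.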
Luc counter: counter-screen: inhibitors of Kinase-Glo firefly luciferase. Q27757. Kinase-Glo luciferase, ATP luminescence, 8 min. Potency, µM (top dose mostly 38.3 µM), for the others: at the highest dose activity change, negative = inhibition, hits mostly inhibitors. 200,000 compounds, 0.28% hits; further: potency means the concentration at half of the fitted maximal effect; on the % scale 0 is the no-effect control and ±100 the full control effect; nearly all actives have a fitted effect of over 60% in size
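Inhibition of Kinase-Glo luciferase light generation was assessed at 10 uM ATP in pH 7.2 imidazole buffer, with luminescence measured after eight minutes at ambient temperature.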
IMPase Li inh: membrane-permeable IMPase blocker, potentiated with lithium. CHO-M1 cells, IP1 TR-FRET (IP-One), carbachol + lithium. Potency, µM (doses to about 59.4 µM), without a hit: top-dose activity, negative = IMPase inhibition, hits mostly inhibitors. 210,000 compounds, 0.35% hits;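 further: IP1 builds up when IMPase is blocked and the TR-FRET signal falls; potency means the concentration at half of the fitted maximal effect; plate controls were basal vehicle for no effect and high inhibitor control for full effect; nearly all actives have a fitted effect of over 50% in size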
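Concentration–response in CHO-M1 cells, lithium-potentiated; 30 min at 37C. IP1 detected by competitive TR-FRET after 10 min lysis at RT. Hill-fitted AC50.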
HTT aggregate: mutant huntingtin aggregation inhibition. PC12 HttQ103-GFP aggregates, Acumen cytometry, 40 h. Potency, µM (series often up to 46.1 µM), for inactives: at the top dose activity change, negative = inhibition, actives largely listed as inhibitors. 220,000 compounds, 1.1% hits. AID 1688; further: potency means the concentration at half of the fitted maximal effect; on the % scale 0 is the no-effect control and ±100 the full control effect; nearly all actives have a fitted effect of over 60% in size
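Ecdysone-promoter PC12 model expressing HTT exon 1 Q103 fused to GFP, induced by tebufenozide at 100 nM final. Compounds titrated; aggregates sized 1–25 µm scored on a 488 nm laser cytometer.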
CBFb RUNX1 block: blocks binding between human CBF-beta and RUNX1. Q01196+Q13951. AlphaScreen CBFb-His/RUNX1-biotin binding, biochemical. Potency, µM (highest dose often 59.8 µM), for inactives: at the top dose activity, negative = inhibition, usual class: inhibitors. 230,000 tested, under 10 active; further: % of control where 0% means no effect
Target sequence (Q01196 whole entry, looked up): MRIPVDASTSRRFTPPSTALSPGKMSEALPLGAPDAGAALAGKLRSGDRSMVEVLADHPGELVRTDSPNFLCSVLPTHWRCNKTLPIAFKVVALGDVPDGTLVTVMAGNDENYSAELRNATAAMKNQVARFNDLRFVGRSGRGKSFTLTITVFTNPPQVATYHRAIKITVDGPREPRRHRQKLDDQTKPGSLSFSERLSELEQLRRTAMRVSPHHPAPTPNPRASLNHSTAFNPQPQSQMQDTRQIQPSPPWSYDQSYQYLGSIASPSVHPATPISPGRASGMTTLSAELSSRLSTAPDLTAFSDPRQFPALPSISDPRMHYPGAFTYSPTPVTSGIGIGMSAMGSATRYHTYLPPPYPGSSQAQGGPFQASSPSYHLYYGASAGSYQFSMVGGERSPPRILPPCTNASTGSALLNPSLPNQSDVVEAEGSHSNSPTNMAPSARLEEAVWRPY
Target sequence (Q13951 whole entry, looked up): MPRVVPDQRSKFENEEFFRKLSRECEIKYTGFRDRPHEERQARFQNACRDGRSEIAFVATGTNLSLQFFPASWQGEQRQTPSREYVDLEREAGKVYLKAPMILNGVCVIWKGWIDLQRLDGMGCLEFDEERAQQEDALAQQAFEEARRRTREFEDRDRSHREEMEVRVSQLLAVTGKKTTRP
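Read-out: AlphaScreen. Format: His-CBF-beta with biotinylated RUNX1 (30 nM each) preincubated 20 min, compound 15 min, Ni-chelate plus streptavidin beads 90 min; room temperature throughout.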
NPSR antagonist: antagonists of human neuropeptide S receptor cAMP signaling | Q6W5P4 | 220,000 compounds, 1% hits | AID 1461 | Potency, µM (titrated, usually from 38.3 µM), without a hit: at the top dose activity change, negative = inhibition, usual class: inhibitors | CHO-NPSR cells, cAMP TR-FRET, antagonist mode; further: potency means the concentration at half of the fitted maximal effect; on the % scale 0 is the no-effect control and ±100 the full control effect; nearly all actives have a fitted effect of over 50% in size; many of its hits are not listed in these tables
Target sequence (Q6W5P4 whole entry, looked up): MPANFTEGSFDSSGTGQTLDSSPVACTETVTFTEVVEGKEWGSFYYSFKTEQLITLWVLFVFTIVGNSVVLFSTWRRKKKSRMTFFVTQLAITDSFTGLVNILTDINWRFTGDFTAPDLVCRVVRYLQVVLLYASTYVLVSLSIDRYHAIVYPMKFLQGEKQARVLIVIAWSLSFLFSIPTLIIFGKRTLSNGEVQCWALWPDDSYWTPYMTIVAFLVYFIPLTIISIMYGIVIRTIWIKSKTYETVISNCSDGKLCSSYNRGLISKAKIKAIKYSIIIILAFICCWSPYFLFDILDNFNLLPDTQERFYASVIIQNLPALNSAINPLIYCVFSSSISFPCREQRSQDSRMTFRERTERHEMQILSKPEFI
Epigenetic reg: regulators of epigenetic silencing causing reporter derepression in mouse cells; murine LDR cells, GFP reporter derepression, 30 h; Potency, µM (titrated, usually from 53.9 µM), for the others: at the top dose GFP activation, hits mostly activators; 280,000 compounds, 0.2% hits; AID 1865; further: potency means the concentration at half of the fitted maximal effect; % of control where 0% means no effect; nearly all actives have a fitted effect of over 60% in size
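GFP-positive cell count by laser-scanning cytometry (objects 20–120 um) after 30 h, 37 C compound exposure of murine LDR cells; reporter is CMV-GFP integrated at a silenced locus, inducible by HDAC or DNMT inhibitors.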
The depositor's hits bear a star; u = inconclusive; x = not tested or not shown; & = joins results of further samples; [ ] = dose if it differs, or a comment. Unless noted, the call rests on the fitted dose curve; in most records, active means well fitted curve in the direction sought with a large enough effect; inconclusive means small, poorly fitted or top-dose-only effect, or another doubt; inactive means no such curve, though single readings can be large; an effect the other way counts as inactive or inconclusive. The list is partial; rates above refer to the full screens.

SMILES	LMNA splice mod	Luc counter	IMPase Li inh	HTT aggregate	CBFb RUNX1 block	NPSR antagonist	Epigenetic reg
Cn1c(=O)c2cnc(-c3ccc(C(F)(F)F)cc3)nc2n(C)c1=O	-7%[46 µM]	x	x	-9%[9.22 µM]	-1%	-7%	2.2%
N=C1C(c2ccccc2)=C(O)CN1c1cccc(S(=O)(=O)NCc2ccco2)c1	x	x	x	-7%[9.22 µM]	3%	11%	-1.9%
CCN(CC)c1c(-c2ccccc2)c2cc(C)ccc2[nH]c1=O	-1%	2%	-19%	-1%	-5%	u	-1.0%
CN(CC(=O)Nc1ccc([N+](=O)[O-])cc1Br)Cc1c(F)cccc1Cl	x	x	x	-10%[9.22 µM]	-17%	u	1.1%
C#CCOCCOCCOCCNc1nc(N2CCN(C(=O)Cn3cc(CCCCN)nn3)CC2)nc(N2CCN(C(=O)Cn3cc(CC(C)O)nn3)CC2)n1 (stereo not drawn)	-8%	-4%	1%	1%	-2%[2.36 µM]	23%	-3.0%
Cc1cc(C)nc(N2CCC(C(=O)NCc3ccccc3F)CC2)n1	-1%[46 µM]	0%	4%	-11%[9.22 µM]	5%	2%	-6.7%
COc1ccccc1NC(=O)Nc1nn(C)c2cccc(N(C)C)c12	x	x	x	-23%[9.22 µM]	-14%	-31%	0.1%
COc1ccc(C)cc1NC(=O)C(NCC1CCCO1)c1ccccc1 (stereo not drawn)	u	1%	2%	18%	2%	-6%	-1.3%
COc1ccccc1/C=C1\SC(=S)N(C(C(=O)O)c2ccccc2)C1=O (stereo not drawn)	x	x	x	-7%[9.22 µM]	-17%	-13%	-1.3%
CC(OC(=O)c1nsc(Cl)c1Cl)C(=O)NCc1ccc2c(c1)OCO2 (stereo not drawn)	11%[0.0737 µM]	0%	4%[38.3 µM]	15%	4%	-12%[46.1 µM]	5.7%
Cc1cccc(NC(=S)NCc2ccco2)n1	20%[46 µM]	0%	-2%	17%	-12%	-10%	-0.3%
COCCCn1c(=NC(C)=O)c(C#N)cc2c(=O)n3cccc(C)c3nc21	x	x	x	-19%[9.22 µM]	0%	20%	-0.3%
Cn1nc([N+](=O)[O-])nc1Oc1ccccc1N	u	6%	-10%[38.3 µM]	11%[9.22 µM]	-4%	-13%[46.1 µM]	-0.1%
CCC(=O)c1ccc(NC(C)=O)cc1O	u	x	x	5%[9.22 µM]	0%	-17%	2.1%
COc1ccc(NS(=O)(=O)c2cccc(NC(=O)CCC(=O)c3ccc(Cl)cc3)c2)cc1	-11%	x	x	-19%	-2%	u	-0.9%
COc1cccc(N2C(=O)C3CCCN3C2c2ccc(N(C)C)cc2)c1 (stereo not drawn)	-2%	-1%	4%[38.3 µM]	11%	0%	1%[46.1 µM]	1.7%
COc1ccc(CC2(C)OC(c3ccncc3)=NN2C(C)=O)cc1 (stereo not drawn)	x	x	-4%	-8%	-4%	-11%	3.9%
Nn1c(SCC(=O)Nc2ccc(Oc3ccccc3)cc2)nnc1C1CC1	-4%	-2%	3%	-23%	1%	-13%[46.1 µM]	-2.3%
C=CCN1C(=O)CN=C1Nc1ccccc1	-1%	-3%	-9%[38.3 µM]	4%	1%	-1%[46.1 µM]	-1.2%
NC(=S)NNC(=O)Nc1cccc(Cl)c1	-2%	1%	-5%	8%	11%	15%	2.9%
COc1ccccc1C(=O)c1cc2ccc(O)cc2oc1=O	-13%[46 µM]	-1%	-4%	u	2%	-16%	3.1%
COC(=O)CC1=C(C(=O)OC)C(c2cc(OC)c(OC)cc2OC)C(C#N)=C(N)O1 (stereo not drawn)	-2%	-2%	31%[38.3 µM]	-32%	-3%	-16%[46.1 µM]	-4.8%
COc1ccnc(NCc2cccnc2)c1C#N	14%	2%	-1%[38.3 µM]	32%	5%	-3%[46.1 µM]	-1.9%
O=C(O)c1sccc1SCc1ccc(Cl)c(Cl)c1	7%	0%	17%[38.3 µM]	-4%	-5%	-6%[46.1 µM]	2.1%

Some entries already given, limited to IMPase Li inh, LMNA splice mod and NPSR antagonist:
Structure	IMPase Li inh	LMNA splice mod	NPSR antagonist
Nn1c(SCC(=O)Nc2ccc(Oc3ccccc3)cc2)nnc1C1CC1	3%	-4%	-13%[46.1 µM]
C=CCN1C(=O)CN=C1Nc1ccccc1	-9%[38.3 µM]	-1%	-1%[46.1 µM]

Next part.
SMILES	LMNA splice mod	Luc counter	IMPase Li inh	HTT aggregate	CBFb RUNX1 block	NPSR antagonist	Epigenetic reg
O=C1C2C3C=CC(C3)C2C(=O)N1Cc1cccnc1 (stereo not drawn)	-2%	-3%	-6%[38.3 µM]	8%	-2%	1%[46.1 µM]	-0.4%
Cc1noc(C)c1S(=O)(=O)N1CCc2nc(COc3ccccc3)c3c(c2C1)CO[C@@H](C)C3	6%[9.22 µM]	-2%[7.66 µM]	16%	x	-17%[13.1 µM]	x	x
C=CCn1c(SCc2c(C)noc2C)nc2sc3c(c2c1=O)CCCC3	u	x	x	-1%	-1%	u	-1.8%
CCS(=O)(=O)NCC(c1ccco1)N1CCN(c2ccc(F)cc2)CC1 (stereo not drawn)	u	1%	3%	3%	-6%	10%	2.8%&1.1%
Cc1ccccc1/C=N/NC(=O)Cc1ccc(Cl)cc1	x	11%	-4%	-27%	14%	4%	-1.5%
Oc1ccccc1C1Nc2cccc3cccc(c23)N1	10%	-8%	11%[38.3 µM]	16%	-3%	-5%[46.1 µM]	7.0%
CCc1nnc(NC(=O)CSc2nnc(-c3c[nH]c4ccccc34)n2CCOC)s1	10%	2%	-9%[38.3 µM]	18%	1%	-6%[46.1 µM]	-1.8%
O=C(Nc1nnc(-c2ccncc2)s1)C1CCCO1 (stereo not drawn)	-13%	-2%	20%[38.3 µM]	3%	13%	-10%[46.1 µM]	-9.5%
O=[N+]([O-])c1ccccc1N/N=C/c1cc2ccccc2nc1Cl	-4%	-6%	35%[38.3 µM]	5%	2%	u	1.3%
CN(C)S(=O)(=O)c1cccc(C(=O)Nc2ccccc2[N+](=O)[O-])c1	u	-2%	6%	-14%	-1%	9%	0.0%
COC(=O)c1cc(NC(=O)C2CCCN(S(=O)(=O)c3c(C)n[nH]c3C)C2)cc(C(=O)OC)c1 (stereo not drawn)	x	-3%	-4%	6%	0%	6%	2.9%&1.0%
CCN(CC)CCN1C(=O)C(=O)/C(=C(/O)c2ccc(OC(C)C)cc2)C1c1cccs1 (stereo not drawn)	x	x	x	6%[9.22 µM]	4%	3%	0.2%
Cc1ccc2nc(NC(=O)c3ccc(S(=O)(=O)N4CCCc5ccccc54)cc3)sc2c1	-18%[46 µM]	2%	-7%	19%	0%	10%	-1.1%&0.0%
Cc1ccc(-c2nc3cccnc3s2)cc1NS(=O)(=O)c1cccs1	x	x	-4%	-11%[9.22 µM]	10%	36%	-0.2%
Cc1cc(N2CCOCC2)nc(-c2ccccc2O)n1	-25%	3%	2%	-25%	14%	-1%	-0.1%
CCOC(=O)Cc1nnc(NC(=O)C2CCCCC2)s1	x	0%	-7%	x	-1%	8%	-1.1%
CC(=O)OCc1c(COC(C)=O)[n+](=O)c2ccccc2n1[O-]	9%	0%	15%[38.3 µM]	5%	8%	-5%[46.1 µM]	0.0%
Cn1c(Cn2c(=O)sc3ccccc32)nnc1SCc1ccccc1	u	0%	10%	-3%	1%	-2%[46.1 µM]	-1.0%
CCc1cccc(C)c1NC(=O)c1cc(C)oc1C	-7%	1%	23%[38.3 µM]	1.3µM*	-1%	-8%[46.1 µM]	-2.1%
COc1ccc(CNC(=O)CCc2c(C)nc3ncnn3c2C)cc1	13%	-1%	-6%[38.3 µM]	33%	-5%	-7%[46.1 µM]	0.3%
O=[N+]([O-])c1cccc(/C=N/Nc2cc(Cl)nc(-c3ccccc3)n2)c1	4%	-2%	37%[activator][38.3 µM]	8%	3%	-18%[46.1 µM]	11%
O=C(Nc1nc(-c2ccc(Cl)s2)cs1)c1ccccc1	u	18%	48%[activator][38.3 µM]	u	15%	u	3.1%
O=C(Nc1ccc(Br)cc1)c1cc2ccccn2n1	x	x	x	-31%[9.22 µM]	7%	-3%	-1.9%
O=C(Nc1cc(C(F)(F)F)ccc1Cl)C(Sc1n[nH]c(=O)[nH]c1=O)c1ccccc1 (stereo not drawn)	x	x	x	-11%[9.22 µM]	-1%	u	2.5%
CCCCn1c(SCC(=O)Nc2cccc(C)n2)nnc1-c1ccco1	-2%	1%	12%[38.3 µM]	-1%	4%	-2%[7.67 µM]	2.8%
CCOC(=O)C1CCN(C(=O)/C=C/c2ccccc2OC)CC1	20%	-1%	25%[38.3 µM]	-8%	-3%	-2%[46.1 µM]	-1.1%
CC1CCCCN1C(=O)Cn1cc(C(=O)c2ccco2)c2ccccc21 (stereo not drawn)	-15%	4%	20%[38.3 µM]	-14%	2%	-1%[46.1 µM]	-1.0%
COc1ccccc1CC(=O)O/N=C(\N)c1cccc([N+](=O)[O-])c1	13%	-1%	0%[38.3 µM]	5%	-9%	-4%[46.1 µM]	-1.2%
Cn1cccc1C1C(C#N)=C(N)OC2=C1C(=O)CC(C)(C)C2 (stereo not drawn)	x	-1%	9%	-10%[9.22 µM]	-18%	-5%	0.9%
COC(=O)c1ccc(COc2ccccc2/C=C(\C#N)C(=O)Nc2ccc(C)cc2)cc1	-18%	-2%	3%	2%	-9%	-32%	11%

Quoted at random: 3 compounds from above, in no set order.
SMILES	LMNA splice mod	Luc counter	IMPase Li inh	HTT aggregate	CBFb RUNX1 block	NPSR antagonist	Epigenetic reg
CC1CCCCN1C(=O)Cn1cc(C(=O)c2ccco2)c2ccccc21 (stereo not drawn)	-15%	4%	20%[38.3 µM]	-14%	2%	-1%[46.1 µM]	-1.0%
CCCCn1c(SCC(=O)Nc2cccc(C)n2)nnc1-c1ccco1	-2%	1%	12%[38.3 µM]	-1%	4%	-2%[7.67 µM]	2.8%
COC(=O)c1ccc(COc2ccccc2/C=C(\C#N)C(=O)Nc2ccc(C)cc2)cc1	-18%	-2%	3%	2%	-9%	-32%	11%

Marked active in HTT aggregate (from the list above):
Structure	LMNA splice mod	IMPase Li inh	HTT aggregate	CBFb RUNX1 block	NPSR antagonist	Epigenetic reg
CCc1cccc(C)c1NC(=O)c1cc(C)oc1C	-7%	23%[38.3 µM]	1.3µM*	-1%	-8%[46.1 µM]	-2.1%

An excerpt from above in order of their number in HTT aggregate, ascending.
SMILES	HTT aggregate
COc1ccc(NS(=O)(=O)c2cccc(NC(=O)CCC(=O)c3ccc(Cl)cc3)c2)cc1	-19%
O=C(O)c1sccc1SCc1ccc(Cl)c(Cl)c1	-4%
COc1ccnc(NCc2cccnc2)c1C#N	32%
